Gli-Sufu antag: Gli-Sufu pathway antagonists, primary screen, luciferase luminescence, Sufu-KO-LIGHT cells, uHTS; Sufu-KO-LIGHT fibroblasts, Gli luciferase reporter luminescence; 0.74% of 340,000 active; AID 588413, 2011; inhibition, % at 5 µM;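 active = inhibition above about 55%, limit read from the data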;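 also: 0% = DMSO-treated cells and 100% = wells with medium but no cells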
Jurkat NFkB inh: inhibitors of induced NF-kB luciferase reporter, primary screen, TCR NF-kB activation inhibitor project, cell-based, luminescence, uHTS; inhibition, % at 4 µM; 0.53% of 330,000 active; Jurkat, PMA/ionomycin-induced NF-kB luciferase reporter
CCR6 antagonist: CCR6 receptor antagonists, primary screen, cell-based, CHO-K1, luminescence, beta-arrestin, uHTS; C-C chemokine receptor type 6 (Homo sapiens), P51684; CHO-K1 CCR6 PathHunter beta-arrestin, CCL20-stimulated; inhibition, % at 20 µM; 0.49% of 340,000 active;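 active = compounds whose inhibition of the agonist-driven luminescence signal at 20 µM reaches about 50%, limit read from the data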;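 also: cells stimulated with CCL20 at 14 nM final; plate controls were DMSO with CCL20 for no effect and DMSO without agonist for full effect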
SENP8 inh: SENP8 protease inhibitors, primary screen, biochemical, luminescence. 1.2% of 330,000 active. purified SENP8, Z-RLRGG-aminoluciferin cleavage. inhibition, % at 10 µM. AID 2540, 2010
Target sequence (Q96LD8 whole entry, looked up): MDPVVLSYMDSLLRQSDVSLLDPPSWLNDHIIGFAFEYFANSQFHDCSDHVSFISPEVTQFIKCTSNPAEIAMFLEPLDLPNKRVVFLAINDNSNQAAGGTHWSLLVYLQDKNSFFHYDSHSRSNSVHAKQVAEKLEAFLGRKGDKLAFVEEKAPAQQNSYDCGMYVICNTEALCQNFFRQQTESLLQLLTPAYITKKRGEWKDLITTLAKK
697 NFkB inh: inhibitors of PMA/ionomycin-induced NF-kB reporter, 697 cells, primary screen, B-cell NF-kB inhibitor project, cell-based, luminescence, uHTS | inhibition, % at 4 µM | AID 435022, 2010 | 697 B-cell NF-kB luciferase reporter, 16 h | 0.33% of 330,000 active; in the data active = inhibition above about 35%
Apaf-1 inh: inhibitors of human Apaf-1 apoptosome, primary screen, biochemical, DEVD-Rh110 fluorescence, uHTS; Apoptotic protease-activating factor 1 (Homo sapiens), O14727; reconstituted apoptosome caspase-3 activity; inhibition, % at 20 µM; 0.71% of 330,000 active; active = inhibition of at least 40% at 20 µM;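 also: plate controls were DMSO wells for no effect and DEVD-CHO caspase inhibitor wells for full effect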
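Material: reconstituted apoptosome with Apaf-1, cytochrome c, caspase-9, procaspase-3, dATP / Buffer or medium: pH 7.5 Hepes buffer with CHAPS, BSA, DTT / Also added: cytochrome c with DEVD-Rh110 / Schedule: compound with Apaf-1, dATP, procaspase-3 30 min, then 50 min reaction, room temperature / Technique: rhodamine 110 fluorescence at Ex 480/Em 540 nm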
EBI2 antag: EBI2 receptor antagonists, beta-arrestin recruitment, primary screen, cell-based, luminescence, 7a,25-OHC stimulation, uHTS | inhibition, % at 5 µM | AID 651636, 2012 | 0.81% of 360,000 active | 7a,25-OHC stimulated | G-protein coupled receptor 183 (Homo sapiens), P32249; in the data active = inhibition above about 38%;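 also: enzyme fragment complementation signal reports receptor beta-arrestin coupling in cells; 0% = agonist plus DMSO wells and 100% = wells without agonist; some results beyond the cut were filed as inactive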
Target sequence (P32249 whole entry, looked up, the tested form may be a part): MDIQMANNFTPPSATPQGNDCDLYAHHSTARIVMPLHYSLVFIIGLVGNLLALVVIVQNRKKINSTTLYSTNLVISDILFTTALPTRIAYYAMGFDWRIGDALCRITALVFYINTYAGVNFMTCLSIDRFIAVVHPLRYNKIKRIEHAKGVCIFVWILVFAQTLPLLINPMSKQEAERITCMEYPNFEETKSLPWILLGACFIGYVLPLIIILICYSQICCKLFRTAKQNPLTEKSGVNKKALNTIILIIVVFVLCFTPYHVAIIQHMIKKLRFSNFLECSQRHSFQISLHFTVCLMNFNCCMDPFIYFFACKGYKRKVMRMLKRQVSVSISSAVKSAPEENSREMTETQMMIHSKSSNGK
UBC13 inh: UBC13 polyubiquitin chain formation inhibitors, primary screen, biochemical, TR-FRET, uHTS; inhibition, % at 20 µM; 0.47% of 330,000 active; AID 485273, 2010; in the data active = inhibition above about 45%, passing the limit was not always enough; inconclusive = no clear call, values can overlap the other calls
Target sequence (P61088 whole entry, looked up): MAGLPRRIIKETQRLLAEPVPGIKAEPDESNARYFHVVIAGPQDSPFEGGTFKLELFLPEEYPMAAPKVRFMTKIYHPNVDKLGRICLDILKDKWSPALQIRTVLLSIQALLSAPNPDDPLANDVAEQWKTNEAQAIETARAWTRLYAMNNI
* hit, by the source's call; u = inconclusive; x = no result given; & = joins results of further samples. Rule as the data show it, unless noted: active = inhibition above about 50%; inactive = the rest.

mol,Gli-Sufu antag,Jurkat NFkB inh,CCR6 antagonist,SENP8 inh,697 NFkB inh,Apaf-1 inh,EBI2 antag,UBC13 inh
Cc1noc(C)c1CSc1ccccc1C(=O)N(C)CC(=O)Nc1cccc(F)c1,2,-3,16,-3,1,18,-3,23
CCC(=O)c1ccc(OCC(O)CN2CCN(S(=O)(=O)N3CCCCC3)CC2)cc1 (stereo unspecified),-2,-1,-1,-5,4,-14,1,-1
COc1ccc(OC)c(/C=N/NC(=O)c2[nH]nc3c2CCc2ccccc2-3)c1,-1,5,4,6,19,-1,25,-7
COc1ccc(C(=O)Nc2ccc(NC(=O)c3cc(OC)c(OC)c(OC)c3)cn2)cc1,19,-19,18,-5,10,4,2,31
CN(CC(=O)Nc1ccccc1-c1ccccc1)Cc1ccccc1Cl,13,-1,9,-5,6,20,19,11
CC1(C)Cc2c(sc(NC(=O)C(=O)N3CCCC3)c2C(=O)O)CO1,-2,5,-2,-7,-20,-5,-7,-6
C/C(O)=C(\C#N)c1nc2ccccc2[nH]1,0,6,-6,-2,4,1,-6,4
CN(C)CCOCCP(=O)(c1ccccc1)c1ccccc1,1,-18,16,3,-10,4,-14,-5
CC(C)(C)N1CC2([N+](=O)[O-])CN(C(C)(C)C)CC([N+](=O)[O-])(C1)C2,22,12,3,1,4,5,-1,1
COC(=O)C1CN(C(=O)COc2ccc(Cl)cc2C)c2ccccc2O1 (stereo unspecified),-2,-40,2,-1,-10,12,13,2
Cc1c(CN2CCC(C(=O)Nc3ccc(Oc4ccccc4)nc3)CC2)cnn1C,13,4,-21,2,-7,-7,-1,6
COc1ccc(CCNC(=O)CSc2nc(C)nc3sccc23)cc1OC,1,13,2,3,1,-21,2,-1
O=C(NNC(=S)Nc1ccc(Cl)cc1Cl)c1ccncc1,-9,-1,6,-14,13,-3,1,-2
O=[N+]([O-])c1ccc(N2CCN(c3ccc(Cl)nn3)CC2)cc1NC1CC1,3,10,28,3,-5,14,25,-3
CCC(=O)N(Cc1ccc(C)cc1)Cc1cc2cc3c(cc2[nH]c1=O)OCO3,-15,-14,-2,-13,-4,9,1,-9
COC(=O)c1ccc(COc2ccc3c4c(c(=O)oc3c2)CCC4)o1,-23,-4,8,70*,-31,13,1,u
CCN(CC)Cc1c(O)ccc2c(=O)c(-c3ccc(Cl)cc3)coc12,34,-5,14,1,-14,-7,2,10
COc1ccc(C(=O)O/N=C(\C)c2cnccn2)cc1,1,2,13,9,-2,-6,1,-2
CCC/C(O)=C1\C(=O)CC(c2ccccc2)CC1=NC(C)C(=O)O (stereo unspecified),1,8,-10,-6,5,-1,-3,2
CC(=O)c1ccc(NC(=O)Cn2c3ccccc3c3nc(=O)cc(C)n32)cc1,4,-6,7,-10,21,-5,-1,3
CCOc1ccc(/C=N/NC(=O)c2nnn(-c3nonc3N)c2CN2CCC(C)CC2)cc1,-5,-17,27,-4,-11,25,11,-10
O=C(CCSCc1ccc(Cl)cc1)NCc1cccs1,5,-10,3,3,10,-3,0,-2
COc1ccc(N(CC(=O)NCCSc2ccccn2)S(=O)(=O)c2ccc(C)cc2)cc1OC,27,-14,14,-11,-11,9,2,-5
Cc1c(CC(=O)NCCCCCC(=O)O)c(=O)oc2c(C)c3oc4c(c3cc12)CCCC4,-7,-5,3,2,13,10,-10,0
O=C(NC1CCCC1)C(=O)N(Cc1cccnc1)C(C(=O)NCC1CCCO1)c1ccco1 (stereo unspecified),-17,9,9,-4,9,-1,3,2

Reprinted from the part before: four compounds; new compounds follow.
mol,Gli-Sufu antag,Jurkat NFkB inh,CCR6 antagonist,SENP8 inh,697 NFkB inh,Apaf-1 inh,EBI2 antag,UBC13 inh
O=C(CCSCc1ccc(Cl)cc1)NCc1cccs1,5,-10,3,3,10,-3,0,-2
COc1ccc(N(CC(=O)NCCSc2ccccn2)S(=O)(=O)c2ccc(C)cc2)cc1OC,27,-14,14,-11,-11,9,2,-5
Cc1c(CC(=O)NCCCCCC(=O)O)c(=O)oc2c(C)c3oc4c(c3cc12)CCCC4,-7,-5,3,2,13,10,-10,0
O=C(NC1CCCC1)C(=O)N(Cc1cccnc1)C(C(=O)NCC1CCCO1)c1ccco1 (stereo unspecified),-17,9,9,-4,9,-1,3,2
COc1ccc(C2CC(c3cccs3)=NN2S(=O)(=O)c2ccc(C)cc2)cc1 (stereo unspecified),4,8,2,4,-7,1,13,-5
Cc1ccccc1-c1cc(C(=O)NCc2cccs2)nn1CC1CC(c2cccc([N+](=O)[O-])c2)=NO1 (stereo unspecified),9,9,17,-16,-11,18,9,-18
COc1ccc(CCN(C)C(=O)c2ccc(S(=O)(=O)Nc3ccccc3C)cc2)cc1OC,6,-14,-1,6,-54,-2,x,1
COc1ccc(C2=NN(C(=O)CSc3nc4ncc(Cl)cc4[nH]3)C(c3ccco3)C2)cc1 (stereo unspecified),-38,-11,11,-2,-19,7,2,-6
COc1ccccc1Oc1ccccc1C(=O)O,2,7,6,-13,19,4,0,-3
O=S(=O)(c1ccccc1)C1(S(=O)(=O)c2ccccc2)CCCC1,-2,1,-3,-9,6,13,-9,-14
O=C(NCCF)C1Nc2ccc(OC(F)(F)F)cc2C2C=CCC12 (stereo unspecified),-2,3,-7,12,7,-12,-6,-3
COC(=O)c1sc(NC(=O)CSc2nnc(C(C)C)n2C)nc1C,-2,3,10,-5,-2,-6,3,1
COc1cc(/C=C/C(=O)Nc2nnc(CC(C)(C)C)s2)cc(OC)c1OC,14,-3,2,3,-32,18,-3,8
COCCn1nnnc1C(c1ccc2ncccc2c1)N1CCN(c2ccccc2F)CC1 (stereo unspecified),2,-4,7,-2,10,-15,2,6
Cc1ccc(-c2cc(C(=O)OCC(=O)NC3CC3)c3ccccc3n2)cc1,-12,-1,12,-5,8,5,-4,14
O=C(CCN1C(=O)c2ccccc2C1=O)C1=NN[C@@H]2C(=O)N(c3ccc4c(c3)OCO4)C(=O)[C@H]12,-3,3,5,-3,12,-10,-8,0
Cc1ccc2c(c1)[C@H]1[C@H](CO2)[C@H](c2ccccc2)[C@]2(C)C(=O)Nc3cc(F)c(F)cc3C(=O)N12,7,24,7,-6,6,14,-5,-15
Cc1ccc(S(=O)(=O)N2CCCCCC2)cc1C(=O)Nc1cccnc1,5,19,-1,-4,5,4,5,4
COc1ccc(C(=O)Nc2ccccc2C(=O)N/N=C/c2ccccn2)cc1OC,45,56*,31,-13,-67,11,34,-40
COc1cc(CNn2c(C)n[nH]c2=S)cc(Cl)c1OCc1ccc(F)cc1,6,-3,1,-10,-15,17,1,-3
CCCCc1[nH]nc2c1C1(C(=O)N(CC)c3ccccc31)C(C#N)=C(N)O2 (stereo unspecified),-12,-1,-4,-2,7,-5,-6,-9
CCN(CC(=O)Nc1ccc(S(=O)(=O)N2CCCCC2)cc1)Cc1ccccc1,24,3,16,9,-1,26,-1,-3
COc1ccc(C/C(=N\OC(C)=O)c2ccc(OC)cc2)cc1,-22,-17,15,91*,-17,4,-7,-7
Cc1c(-c2ccccc2)oc2c(C(=O)OCC(=O)Nc3ccc(F)cc3)cccc2c1=O,-7,10,9,-1,-3,10,-2,10
COc1ccc(/C=C/C(=O)NC(=S)Nc2ccccc2)cc1OC,30,-19,6,3,-10,8,-2,-4
CCn1c(/C=C/c2ccc([N+](=O)[O-])o2)nc2ccccc2c1=O,80*,55*,8,3,-14,6,8,-8
CCC(C)NC(=O)CSc1nc2ccccc2c(=O)n1CCCC(=O)NCC1CCCO1 (stereo unspecified),-5,1,-3,0,12,-8,-4,-2
O=C(COC(=O)CSCC(=O)N1CCCCC1)Nc1ccc(Cl)cc1,0,12,7,-11,1,2,-4,-1
CNc1ccc(/C=C2\COc3ccccc3C2=O)cc1[N+](=O)[O-],-41,-43,13,-6,-9,12,17,-33
CCCNC(=O)C(Cc1ccc(I)cc1)NC(=O)C1CC1 (stereo unspecified),-8,-12,9,-3,3,-1,8,-1
CCOc1ccc(S(=O)(=O)Nc2ccc(C(=O)NCC(c3ccccc3)N(C)C)cc2)cc1 (stereo unspecified),17,9,15,-3,1,11,-4,1
CC[C@@H]1CC=C[C@H]2[C@H]1C(=O)N(Cc1ccccc1)[C@H]2c1ccc(OC)c(Cl)c1,-5,26,19,-5,-19,18,15,4
O=C(Nc1ccc(S(=O)(=O)N2CCCCC2)cc1)c1ccncc1,20,-3,58*,4,-25,-3,-7,4
CCOC(=O)C1CCCCN1C(=O)CCc1c(C)nc2cc(-c3ccccc3)nn2c1C (stereo unspecified),25,20,13,-3,35*,27,16,16
O=C(Nc1nc(=O)c2ccccc2s1)c1ccccc1,-77,-67,4,43,-52,15,-1,-2
Cc1c(N=C/C=C2/N(C)c3ccccc3C2(C)C)c(=O)n(-c2ccccc2)n1C,4&42,-29,17&6,3,-15,2,5&-2,-1
COc1ccccc1N1CCN(C(=O)C2CCCN(S(=O)(=O)c3ccc(C)cc3)C2)CC1 (stereo unspecified),21,13,4,-3,-4,-3,-4,-12
CC(C)C[C@H](NC(=O)[C@@H]1O[C@H]1C(=O)O)C(=O)NCCCCN=C(N)N,x,-2,-16,4,11,-8,9,2
Cc1cccc(N2CCN(C(=O)/C=C/c3ccco3)CC2)c1C,-2,15,3,-1,-18,4,33,-2
CCOc1cc(C(=O)OCC(=O)Nc2cccc(S(=O)(=O)NC3=NCCCCC3)c2)cc(OCC)c1OCC,16,3,8,6,15,3,13,8
CC1CN(C(=O)CCC(=O)NCc2ccccc2Cl)c2ccccc2S1 (stereo unspecified),-30,-7,15,0,2,10,2,8

Compound activity from PubChem.

A portion of the library; the hit share may differ from the screen's.
